Screening results: PubChem, National Center for Advancing Translational Sciences (NCATS)
S2 tox – reduces viability in counter-screen for ATXN expression inhibitors | 0.49% of 400,000 active | S2 cells (HEK-293 line with an ATXN2-luciferase reporter) viability, CellTiter-Fluor protease fluorescence, 24 h | Potency, µM (titrated, usually from 56.7 µM), actives largely listed as cytotoxic; further: potency means the concentration at half of the fitted maximal effect; nearly all actives have a fitted effect of over 40% in size
ATXN2 expr inh – ATXN2 expression inhibition | HEK-293 ATXN2-luciferase reporter, luminescence, 24 h | Potency, µM (top dose mostly 57 µM), without a hit: at the top dose activity change, negative = inhibition, usual class: inhibitors | 0.72% of 360,000 active; further: potency means the concentration at half of the fitted maximal effect; on the % scale 0 is the no-effect control and ±100 the full control effect; nearly all actives have a fitted effect of over 55% in size
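qHTS (up to 57 uM final) was run with 24 h compound exposure of reporter cells at 37 °C. Each well was multiplexed: SteadyGlo luminescence measured ATXN2-luciferase expression after a fluorogenic Gly-Phe-AFC viability readout (25 uM final).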
Nrf2 ARE act – activators of Nrf2 (ARE) signaling. AREc32 ARE-luciferase reporter (MCF7-derived line), luminescence, 24 h. Potency, µM (highest dose often 46.1 µM), inactives show top-dose activation, actives largely listed as activators. 0.31% of 410,000 active; further: potency means the concentration at half of the fitted maximal effect; % of control where 0% means no effect; nearly all actives have a fitted effect of over 65% in size
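Reporter line AREc32 (ARE-Fluc), seeded overnight in OPTI-MEM with 5% FBS; compound pin-transferred, 24 hr at 37 deg C, 5% CO2; luminescent read-out.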
Nrf2 block – Nrf2 pathway inhibition; A549 ARE-Fluc reporter, luciferase luminescence, 18-24 h; Potency, µM (doses to about 46 µM), without a hit: at the top dose activity change, negative = inhibition, most hits filed as inhibitors; 2.1% of 360,000 active; AID 504444; further: potency means the concentration at half of the fitted maximal effect; on the % scale 0 is the no-effect control and ±100 the full control effect; nearly all actives have a fitted effect of over 60% in size
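Nrf2 activity is the BugLite luminescence, read 15 min after reagent at room temperature, following CellTiter-Fluor cytotoxicity readout (30 min, 37C). Compound titrations were applied for 18-24 h to 5000 A549 ARE_Fluc cells/well in 5% FBS OPTI-MEM.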
TGFb SMAD3 inh – TGF-b pathway inhibition; HepG2 CAGA-GFP TGF-b/SMAD3 reporter, GFP fluorescence, 18 h; TGF-beta stimulated, 500 pg/mL final; Potency, µM (doses to about 46.1 µM), for inactives: at the top dose activity, negative = inhibition, most hits filed as inhibitors; 1.2% of 410,000 active; AID 588855; further: potency means the concentration at half of the fitted maximal effect; on the % scale 0 is the no-effect control and ±100 the full control effect; nearly all actives have a fitted effect of over 65% in size
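Using HEPG2 CAGA-GFP reporter cells at 1000 cells/well, we pinned test compounds, stimulated with recombinant TGF-beta (500 pg/mL final) and measured total well GFP after 18 h.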
EPAC2 ag – agonists of human EPAC2 (RAPGEF4); Q8WZA2; EPAC2 activation, biochemical qHTS; response scale: 100% = 6.5 mM cAMP response; Potency, µM (titrated, usually from 154 µM), for inactives: at the top dose activation, usual class: activators; 0.079% of 360,000 active; AID 720711; further: potency means the concentration at half of the fitted maximal effect; nearly all actives have a fitted effect of over 50% in size
Target sequence (Q8WZA2 whole entry, looked up): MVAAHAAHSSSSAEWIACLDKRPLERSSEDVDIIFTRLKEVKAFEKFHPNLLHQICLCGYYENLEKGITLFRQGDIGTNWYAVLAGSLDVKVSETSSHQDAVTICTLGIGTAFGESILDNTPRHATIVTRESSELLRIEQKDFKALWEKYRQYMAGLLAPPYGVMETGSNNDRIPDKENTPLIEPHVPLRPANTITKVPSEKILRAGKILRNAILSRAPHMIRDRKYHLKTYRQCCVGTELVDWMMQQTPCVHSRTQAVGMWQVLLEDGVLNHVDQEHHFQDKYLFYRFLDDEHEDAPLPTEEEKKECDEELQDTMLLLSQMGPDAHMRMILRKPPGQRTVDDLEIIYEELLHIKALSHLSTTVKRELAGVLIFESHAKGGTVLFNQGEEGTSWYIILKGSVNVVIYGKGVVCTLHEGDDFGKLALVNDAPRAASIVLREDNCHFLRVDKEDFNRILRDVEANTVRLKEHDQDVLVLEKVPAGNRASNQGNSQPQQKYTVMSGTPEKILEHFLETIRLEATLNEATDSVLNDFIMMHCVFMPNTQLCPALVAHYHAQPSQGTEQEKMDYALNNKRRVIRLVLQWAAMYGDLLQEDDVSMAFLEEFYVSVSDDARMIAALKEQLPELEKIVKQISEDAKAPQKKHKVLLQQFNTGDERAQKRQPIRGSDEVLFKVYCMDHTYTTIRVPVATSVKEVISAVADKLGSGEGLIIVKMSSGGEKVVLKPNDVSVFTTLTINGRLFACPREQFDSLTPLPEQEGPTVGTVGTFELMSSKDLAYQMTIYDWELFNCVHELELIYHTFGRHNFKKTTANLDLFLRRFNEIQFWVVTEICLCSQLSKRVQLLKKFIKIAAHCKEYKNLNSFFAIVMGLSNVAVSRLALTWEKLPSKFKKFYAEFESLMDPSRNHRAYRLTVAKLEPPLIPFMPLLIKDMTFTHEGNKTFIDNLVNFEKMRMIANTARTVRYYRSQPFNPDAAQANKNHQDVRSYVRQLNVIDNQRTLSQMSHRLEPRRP
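Compounds were titrated in qHTS against a Rap1B-BODIPY-GDP (250 nM) complex with EPAC2 (100 nM) and GDP (50 uM). BODIPY-GDP release tracked at 480/540 nm over 30 min at room temperature, normalized to 6.5 mM cAMP.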
A549 tox – counter-screen for Nrf2 inhibitors: cytotoxicity in A549 cells; Potency, µM (series often up to 46 µM), inactives show at the top dose activity change, negative = cytotoxicity, actives largely listed as inhibitors; A549 ARE-Fluc cells, CellTiter-Fluor viability, 18-24 h; 0.16% of 390,000 active; further: potency means the concentration at half of the fitted maximal effect; on the % scale 0 is the no-effect control and ±100 the full control effect
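Cytotoxicity counterscreen: CellTiter-Fluor fluorescence was measured in A549 ARE_Fluc cells after 18-24 h of compound exposure in a concentration series. The subsequent BugLite luminescent read reports ARE-luciferase activity.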
HepG2 viability – counter-screen for TGF-b inhibitors: cytotoxicity in HepG2 cells; HepG2 CAGA-GFP viability, ATP luminescence, 18 h; Potency, µM (titrated, usually from 46.1 µM), inactives show at the top dose activity change, negative = cytotoxicity, hits mostly cytotoxic; 0.76% of 410,000 active; AID 588856; further: potency means the concentration at half of the fitted maximal effect; some results filed as inactive show a strong effect at the top dose
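HepG2 CAGA-GFP cells (1000/well, DMEM with 1% FBS) received compound, then TGF-beta at 500 pg/mL final, and were incubated 18 hours at 37 degrees C. Viability was read by CellTiter-Glo luminescence. Media-only wells were set as complete cell-killing and DMSO as no toxicity.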
IL2 activator – activators of IL-2; activation, % (series mostly up to about 46 µM); 0.065% of 360,000 active; IL-2 activation reporter assay, cell-based qHTS; stimulated with anti-CD3/CD4/CD28 beads; in transgenic mouse T cells; in the data active means activation above about 50%; inconclusive means mostly about 30% to 49%; further: 0% is about no effect
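Readout is EGFP and DsRed signal by fluorescent plate cytometry after 18 h at 37 degrees C. Transgenic mouse T cells (750/well) received compound for 60 min before bead stimulation (anti-CD3, anti-CD4, anti-CD28); memory T cells served as non-tolerant control.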
Active calls of the source: *; i = inactive; u = inconclusive; x = no result given; & = joins results of further samples; [ ] = remark or other dose. Unless noted, the call rests on the fitted dose curve; in most records, active means well fitted curve in the direction sought with a large enough effect; inconclusive means small, poorly fitted or top-dose-only effect, or another doubt; inactive means no such curve, though single readings can be large; an effect the other way counts as inactive or inconclusive.

SMILES	S2 tox	ATXN2 expr inh	Nrf2 ARE act	Nrf2 block	TGFb SMAD3 inh	EPAC2 ag	A549 tox	HepG2 viability	IL2 activator
COc1ccc2nc(/N=C/c3c(O)n(-c4cccc(Cl)c4)c(=O)[nH]c3=O)sc2c1	i	0%	5.6%	15%	u	10%	5%	-12%	3.2
O=C(CSC1c2ccccc2-c2ccccc21)N/N=C/c1ccccc1C(=O)O	i	-7%	-0.4%	14%	-9%	-7%	9%	-6%	1.6
NC(=O)CN1CCCC1=O	i	-8%&-37%	0.9%	9%	-16%	6%	0%	-49%	-0.5
COc1ccc(NC(=O)C(Cc2ccccc2)NS(=O)(=O)c2ccc3c(c2)oc(=O)n3C)c(OC)c1 (stereo not given)	i	5%	-0.4%	5%	0%	x	-14%	1%	x
CC(=O)OCC12CC(OC(=O)CC(C)C)C(C)=CC1OC1C(O)C(OC(C)=O)C2(C)C12CO2 (stereo not given)	u	-71%	-1.6%	0.021µM*	-117%	0%	x	-1%	-0.6
Cc1cc(/C=C2\C(=O)NC(=O)N(c3ccc(F)cc3)C2=O)c(C)n1-c1ccc(C(=O)O)cc1	i	-19%	-0.1%	0%	-2%	14%	-2%	2%	1.3
Cc1ccc(N2C(=O)CC(=O)NC2=O)cc1	i	6%	0.1%	11%	29%	9%	2%	4%	0.0
Cc1cccc(C(=O)OCc2cc3ccccc3[nH]c2=O)c1	i	3%	-0.4%	u	-5%	4%	-7%	-30%	0.6
Cc1cc(NC(=O)COC(=O)c2c(C)nn(Cc3ccccc3)c2Cl)no1	i	-9%	-0.5%	-13%	-1%	-3%	-2%	-20%	-2.9
Cc1ccc2c(c1)P(=O)(O)c1cc(C)ccc1O2	u	4%	0.3%	-13%	-13%	-3%	1%	-1%	-1.6
Cc1nccc2c1[nH]c1ccccc12	i	-1%	4.9%	2%	0%&2%	-2%	0%	-26%&-23%	-3.5
CCOP(=O)(C#Cc1ccccc1)C(O)c1ccc(Br)cc1 (stereo not given)	i	-28%	20%	14%	u	11%	10%	0%	1.3
NC(=O)c1cc([N+](=O)[O-])cc([N+](=O)[O-])c1	i	u	-1.2%	-18%	-1%	7%	1%	-8%	0.7
CCOP(=O)(OCC)C(NC(=O)c1ccccc1C)C(Cl)(Cl)Cl (stereo not given)	i	-1%	0.3%	6%	-2%	-1%	2%	6%	-0.2
CCOC(=O)C1CCN(Cc2coc3ccc(Cl)cc3c2=O)CC1	i	-21%	-0.3%	u	-2%	-3%	4%	-14%	4.7
Nc1c(C(=O)Nc2ccc(Br)cc2F)sc2nc3c(cc12)N1CCC3CC1	i	4%	0.9%	-2%	0%	x	10%	-21%	x
COC(=O)C1=C(c2ccc(Cl)c(C(F)(F)F)c2)C[C@@H]2CC[C@H]1N2C(=O)NCCOc1ccccc1Cl	u	u	-3.1%	23µM*	u	2%	u	-26%	-0.5
O=c1ccc2cc(OC3O[C@H](CO)[C@@H](O)[C@H](O)[C@H]3O)c(O)cc2o1 (stereo not given in full)	x	-2%	1.8%	-8%	1%	11%	u	-9%	-0.4
COc1ccc(C(=O)Nc2ccccc2-c2nnn(CC(=O)Nc3ccc4c(c3)OCCO4)n2)cc1	u	-3%	0.3%	u	-5%	7%	-4%	-26%	-0.4
O=C1CN=C(c2ccccc2)c2ccccc2N1Cc1ccc(C(F)(F)F)cc1	i	-21%	3.2%	u	u	13%	-8%	-25%	-1.7
CCN(CC)C(=O)Cn1cc(S(=O)(=O)CC(=O)NCc2ccc(C)cc2)c2ccccc21	u	-1%	-0.1%	1%	8%	2%	-2%	0%	1.7
O=c1[nH]c(=O)n(Cc2ccccc2)c(O)c1C=NCCN1CCNCC1	i	-7%	-0.6%	u	5%	2%	0%	-3%	0.2
C=C[C@H]1CN2CC[C@H]1C[C@H]2[C@H](O)c1ccnc2ccccc12	i	-5%	-1.0%	19%	21%	10%	-2%	-1%	1.0
CN(CCc1ccccc1)Cc1c[nH]c2ccccc12	u	x	-2.5%	-29%	14µM*	6%	-15%	11µM*	-4.2
CN1C(=O)CC(c2ccccc2)Nc2ccccc21 (stereo not given)	u	25%	4.3%	-21%	12%	9%	-4%	-13%	-3.0

Record cards, as listed above.
Nc1c(C(=O)Nc2ccc(Br)cc2F)sc2nc3c(cc12)N1CCC3CC1 is listed with S2 tox: i; ATXN2 expr inh: 4%; Nrf2 ARE act: 0.9%; Nrf2 block: -2%; TGFb SMAD3 inh: 0%; EPAC2 ag: x; A549 tox: 10%; HepG2 viability: -21%; IL2 activator: x
COC(=O)C1=C(c2ccc(Cl)c(C(F)(F)F)c2)C[C@@H]2CC[C@H]1N2C(=O)NCCOc1ccccc1Cl is listed with S2 tox: u; ATXN2 expr inh: u; Nrf2 ARE act: -3.1%; Nrf2 block: 23µM*; TGFb SMAD3 inh: u; EPAC2 ag: 2%; A549 tox: u; HepG2 viability: -26%; IL2 activator: -0.5

(listing goes on)
SMILES	S2 tox	ATXN2 expr inh	Nrf2 ARE act	Nrf2 block	TGFb SMAD3 inh	EPAC2 ag	A549 tox	HepG2 viability	IL2 activator
C[N+]1(C)C2CC(OC(=O)[C@H](CO)c3ccccc3)CC1C1OC12 (stereo not given in full)	i	5%	-0.5%	3%	10%&3%	3%	-1%	7%&-3%	1.1
Cc1ccccc1Cc1c(C)nc2nc(SCC(=O)N3CCC4(CC3)OCCO4)nn2c1C	i	3%	1.6%	3%	0%	7%	9%	-35%	-2.1
CC(C)n1c(=O)c(C=Nc2ccc(Br)cc2)c(O)n(Cc2ccco2)c1=O	u	x	0.2%	u	-26%	-2%	9%	-3%	-1.0
COc1ccc(C(CC(=O)c2ccc3c(c2)OCO3)c2c(O)c3ccccc3oc2=O)cc1OC (stereo not given)	i	x	-1.2%	x	-16%	2%	x	-19%	-2.0
COc1cc2[nH]c(=O)n(-c3cccc(Cl)c3)c(=O)c2cc1OC	i	3%	0.1%	-4%	4%	1%	-7%	5%	-2.9
O=C1NC(=O)[C@]2(Cc3ccccc3N3CCN(c4ccccc4)CC32)C(=O)N1Cc1ccccc1 (stereo not given in full)	i	-2%	0.2%	-11%	-21%	-2%	-3%	-20%	0.0
COc1ccc(-c2nc(CSCC(=O)N3CCN(c4ccc(F)cc4)CC3)c(C)o2)cc1	x	x	-0.3%	3.3µM*	-41%	x	-8%	-4%	x
Cc1cc(/C=C2/C(=O)NC(=O)N(Cc3ccco3)C2=O)c(C)n1-c1ccccc1	i	-12%	4.4%	u	19%	1%	6%	28%	2.4
Cc1cc(NC(=O)CSc2nc3c(c(=O)n2-c2ccc(Cl)cc2)SCC3)no1	i	-23%	0.0%	u	-4%	-1%	-2%	5%	-0.5
Cc1c(NP(=O)(C(C)(C)C)C(C)(C)C)c(=O)n(-c2ccccc2)n1C	i	-20%	0.2%[9.22 µM]	0%	12%	-3%	-1%	-2%	-1.6
C[C@]12CCC3C(CC[C@H]4[C@@H](O)[C@H](O)CC[C@]34C)C1CCC2=O (stereo not given in full)	i	-1%	3.1%	1%	1%	7%	1%	3%	0.7
OC1CCCCC1N1CCC(c2ccccc2)CC1 (stereo not given)	i	8%	0.5%	2%	12%	4%	0%	-3%	1.5
COC(=O)C1=C(c2ccc(OC)c(OC)c2)C[C@@H]2CC[C@H]1N2C(=O)NCCOc1ccccc1Cl	i	2%	3.3%	2%	u	6%	2%	-1%	-0.1
COc1ccc(C=O)cc1O	i	7%	-0.3%	0%	-3%	8%	-3%	5%	-1.5
COC(=O)C1=C(c2ccc(C(C)=O)cc2)C[C@@H]2CC[C@H]1N2C(=O)N1CCC(C)CC1	i	-15%	1.3%	0%	-5%	9%	2%	-2%	-3.1
O=C(Cn1c(=O)oc2cc(S(=O)(=O)N3CCCC3)ccc21)NCc1ccc(Cl)cc1	i	-34%	-0.1%	5%	-9%	x	2%	-33%	x
c1ccc2c(CN3CCCCCCC3)c[nH]c2c1	u	-10%	u	1%	u	-6%	-3%	-26%	-0.1
COc1ccc(-n2c(O)c(C=NCCN(C)C)c(=O)[nH]c2=O)cc1	u	-2%	-0.9%	4%	7%	4%	1%	-4%	-1.5
CC(C)(C)n1cccc1/C=C1\C(=O)NC(=O)N(c2ccccc2)C1=O	i	0%	2.6%	16%	0%	5%	1%	5%	-2.1
C[C@H](CO)N1C[C@H](C)[C@@H](CN(C)Cc2ccc(-c3ccccc3)cc2)Oc2c(NC(=O)c3ccncc3)cccc2C1=O	u	u	0.0%	21µM*	u	2%	-19%	-3%	-0.4
Cn1c(O)c(C=Nc2ccc(Cl)cc2)c(=O)n(C)c1=O	i	-9%	0.0%	-10%	3%	-1%	0%	-6%	-0.4
c1ccc(NC2=NCCCS2)cc1	i	8%	-0.6%	12%	8%	6%	12%	-20%	-2.6
COc1cccc(C2CCN(C)C2)c1 (stereo not given)	i	x	-0.9%	x	-5%	4%	x	-13%	-1.6
O=C(O)C1CSC(c2cccnc2)N1 (stereo not given)	i	-8%	-0.6%	x	-28%	21%	12%	5%	2.4
O=C(CSc1nnc(NC(=O)c2cccc(F)c2)s1)NCc1ccco1	i	19%	u	19%	-10%	3%	-1%	-1%	-3.1
CCOC(=O)c1[nH]c2ccc(OC)cc2c1C(SCC(=O)O)c1ccc(C(F)(F)F)cc1 (stereo not given)	i	-23%	0.0%	-26%	-29%	-6%	0%	-36%	-3.1
COc1ccc(-n2c(Cc3cccc([N+](=O)[O-])c3)nc3ccccc3c2=O)cc1	i	-8%	-0.7%	-5%	0%	-4%	11%	-28%	-2.6
COC1=C[C@@H]2[C@@H]3Cc4ccc(OC)c(O)c4[C@]2(CCN3C)CC1=O	i	4%&-17%	-0.5%	4%	8%	2%	5%	-14%	-0.3

Only part of the results is shown; the hit share may differ from the screen's.
